# GSTO1 counter – GSTO1 inhibition, counter-screen for RBBP9 inhibitors | P78417 | recombinant GSTO1, activity-based probe fluorescence polarization | inhibition, % at 5.96 µM | hit rate 1.1% among 300,000 | AID 1974;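 active = inhibition above the campaign mean inhibition plus 3 SD, cut at about 35% in these data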;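 also: 0% = GSTO1-1 with DMSO and 100% = wells lacking GSTO1-1 enzyme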
# PAD4 FP inh – blocks human protein arginine deiminase 4. hit rate 0.41% among 330,000. Q9UM07. recombinant PAD4, RCA probe fluorescence polarization. inhibition, % at 6.36 µM;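 active = percent inhibition above a cutoff equal to the mean of all tested compounds plus 3 SD, cut at about 15% in these data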;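 also: 0% = PAD4 with RCA probe and DMSO and 100% = probe without PAD4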
# PME-1 primary – PME-1 (human) inhibition | Q9Y570 | recombinant PME-1, FP-Rh probe fluorescence polarization | inhibition, % at 5.9 µM | hit rate 0.53% among 320,000 | AID 2130;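 active = inhibition above the campaign mean of all compounds plus 3 SD, cut at about 26% in these data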;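 also: competitive labeling of PME-1 active site by serine hydrolase directed probe; 0% = PME-1 with DMSO and 100% = wells lacking PME-1 enzyme; inhibitors block probe labeling so polarization falls and inhibition rises; many of its hits are not listed in these tables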
# PAFAH1B3 FP inh – blocks human PAF acetylhydrolase 1B catalytic subunit 3; Q15102; recombinant PAFAH1B3, FP-rhodamine probe, fluorescence polarization; inhibition, % at 3.39 µM; hit rate 0.28% among 340,000; AID 492972;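 active = inhibition above the screen-wide average of all tested compounds plus 3 SD, cut at about 25% in these data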;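 also: 0% = enzyme with DMSO only and 100% = wells lacking PAFAH1B3 protein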
# LYPLA1 counter – LYPLA1 (human) inhibition in PME1 counter-screen. O75608. recombinant LYPLA1, FP-Rh probe fluorescence polarization. inhibition, % at 5.9 µM. hit rate 0.16% among 320,000;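 active = inhibition above the mean of all tested compounds plus 3 SD, set per campaign, cut at about 14% in these data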;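 also: inhibitors block serine hydrolase probe labeling of LYPLA1 so polarization falls; 0% = enzyme with DMSO and 100% = wells lacking LYPLA1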
# Target sequence (O75608 whole entry, looked up): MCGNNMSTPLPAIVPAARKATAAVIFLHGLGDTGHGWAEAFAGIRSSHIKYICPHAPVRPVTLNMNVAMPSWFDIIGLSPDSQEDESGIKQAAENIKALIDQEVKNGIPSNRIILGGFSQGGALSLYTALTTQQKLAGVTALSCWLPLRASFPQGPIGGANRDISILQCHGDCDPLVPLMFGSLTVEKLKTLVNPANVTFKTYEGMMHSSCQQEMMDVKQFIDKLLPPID
# PREPL inhibitor – inhibits the human prolyl oligopeptidase-like enzyme; Q4J6C6; recombinant PREPL, fluorescence polarization activity-based probe; inhibition, % at 5.96 µM; hit rate 0.68% among 320,000; in the data active = inhibition above about 43%;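 also: 0% = enzyme with DMSO and 100% = wells lacking enzyme; many of its hits are not listed in these tables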
# pPAFAH inh – pPAFAH (human) enzyme inhibition; inhibition, % at 3.39 µM; recombinant pPAFAH, FP-rhodamine probe fluorescence polarization; AID 463082; Q13093; hit rate 1.5% among 330,000;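 active = inhibition above the mean inhibition across the screen plus 3 SD, cut at about 25% in these data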;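 also: inhibitors block binding of the rhodamine activity-based probe so polarization drops; 0% = enzyme with DMSO and 100% = wells lacking pPAFAH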
# Target sequence (Q13093 whole entry, looked up): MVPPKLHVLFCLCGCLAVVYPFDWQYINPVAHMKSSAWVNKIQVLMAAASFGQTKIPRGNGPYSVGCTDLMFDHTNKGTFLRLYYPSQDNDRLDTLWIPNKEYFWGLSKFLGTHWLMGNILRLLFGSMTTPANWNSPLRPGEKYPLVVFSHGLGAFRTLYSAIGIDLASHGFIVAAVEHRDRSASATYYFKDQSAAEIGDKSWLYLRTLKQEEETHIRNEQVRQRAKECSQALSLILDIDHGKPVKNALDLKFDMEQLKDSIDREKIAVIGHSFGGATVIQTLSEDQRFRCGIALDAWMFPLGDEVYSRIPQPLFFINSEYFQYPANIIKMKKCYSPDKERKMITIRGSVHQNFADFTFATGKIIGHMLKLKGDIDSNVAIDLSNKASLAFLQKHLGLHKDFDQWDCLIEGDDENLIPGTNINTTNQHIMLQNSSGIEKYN
# LYPLA2 counter – blocks human lysophospholipase 2, a PME1 counter-screen; O95372; recombinant LYPLA2, FP-Rh probe fluorescence polarization; hit rate 0.38% among 320,000; AID 2177; inhibition, % at 5.9 µM;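 active = inhibition above the screen-wide mean plus 3 SD, limit set per campaign, cut at about 26% in these data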;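 also: 0% = LYPLA2 with DMSO and 100% = wells lacking LYPLA2 enzyme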
# PAFAH1B2 FP inh – inhibitors of human PAFAH1B2; P68402; recombinant PAFAH1B2, FP-rhodamine activity probe, fluorescence polarization; inhibition, % at 3.39 µM; hit rate 1.2% among 340,000; AID 492953;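 active = inhibition above the mean of all tested compounds plus 3 SD, cut at about 24% in these data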;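 also: 0% = enzyme with DMSO and 100% = wells lacking PAFAH1B2; many of its hits are not listed in these tables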
# Target sequence (P68402 whole entry, looked up): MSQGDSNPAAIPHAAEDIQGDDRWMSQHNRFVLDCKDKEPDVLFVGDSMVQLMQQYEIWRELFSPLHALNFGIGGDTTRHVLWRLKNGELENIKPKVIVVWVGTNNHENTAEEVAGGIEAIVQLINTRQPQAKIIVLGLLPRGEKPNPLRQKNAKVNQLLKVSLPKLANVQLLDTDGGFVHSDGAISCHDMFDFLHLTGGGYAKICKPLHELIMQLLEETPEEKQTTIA
# Numbers without * were called inactive; · = not tested or not shown. This is a subset; rates above refer to the full screens.
SMILES,GSTO1 counter,PAD4 FP inh,PME-1 primary,PAFAH1B3 FP inh,LYPLA1 counter,PREPL inhibitor,pPAFAH inh,LYPLA2 counter,PAFAH1B2 FP inh
O=C(NC(=S)Nc1ccc(CN2CCCCC2)cc1)c1cc2ccccc2o1,7,-1,6,4,0,4,5,6,4
CCN(CC#CCC1(O)c2ccccc2-c2ccccc21)CCO,21,4,-3,-8,-1,-3,-6,-2,-3
O=C(NCCC1=CCCCC1)C1CC(=O)N(Cc2ccccc2)C1 (configuration not stated),-1,-4,0,1,3,1,4,4,1
O=C(CSc1ncn[nH]1)Nc1ncc(C(F)(F)F)cc1Cl,-7,-9,3,-3,-1,2,0,-2,2
CCCc1nnc(SCC(=O)Nc2ccc(NC(C)=O)cc2)n1-n1cccc1,0,-5,0,9,-2,16,-5,-8,9
CCn1c(SCC(=O)N2CCCc3ccccc32)nnc1-c1c[nH]c2ccccc12,-3,-4,1,0,1,11,3,6,4
CCNC(=S)NN=C1c2ccccc2-c2ccccc21,-21,1,4,10,-4,-14,1,-6,-1
Cc1[nH]c2ccc(-c3n[nH]c(=S)n3C)cc2c1C,1,0,5,-2,-2,2,-3,-3,4
CC(Nc1nc(-c2ccc(F)cc2)cs1)c1nc2cc(C(F)(F)F)ccc2n1CCOCCO (configuration not stated),16,5,-2,6,-2,15,5,1,4
COc1ccc(CC(=O)NC(C)c2nnc(SCC(=O)Nc3nc(C)cs3)n2C)cc1 (configuration not stated),-1,-2,-1,5,0,3,5,0,-4
O=C(CSc1nc(-c2ccccc2Cl)ns1)c1ccc(Cl)cc1,4,-1,-13,2,-6,-14,9,-8,-1
CCn1c(=O)c(C(=O)Nc2ccccc2S(N)(=O)=O)c(O)c2ccccc21,0,2,-3,2,-4,-14,-1,-9,0
O=C(CNC1CCCCC1)Nc1ccc(S(=O)(=O)N2CCCCC2)cc1,2,2,1,4,0,6,3,7,-3
COc1ccc(Cl)cc1NC(=O)CNCc1cccs1,-9,1,3,10,-3,-2,7,4,2
c1ccc(-c2ccccc2OCCCCn2ccnc2)cc1,2,1,3,-1,3,8,10,4,3
C[C@@H]1COC(=O)CCC/C=C\C[C@@H](CC(=O)N(CCO)Cc2ccccc2)C(=O)N1,·,-1,·,1,·,13,2,·,2
CCOc1cccc(OCCCNCCCOC)c1,3,0,2,2,1,0,5,2,5
O=C(CSc1nnc(CNC(=O)c2c(F)cccc2Cl)o1)NC1CCCC1,6,-8,3,7,2,-3,3,-4,8
CC(C)OCC(O)Cn1c(N2CCCC2)nc2c1c(=O)[nH]c(=O)n2C (configuration not stated),-2,-3,-4,5,-2,7,5,-6,3
O=C(CSc1nnc(CNC(=O)c2ccco2)o1)Nc1ccccc1,-2,-8,-1,-5,-2,16,-1,-2,1
COc1ccc(-c2cc(C(=O)Nc3cc(S(N)(=O)=O)ccc3C)c3ccccc3n2)cc1OC,-14,3,-14,0,-10,4,4,-14,1
CCOC(=O)C1CCN(C(=O)COC(=O)CSc2ccc([N+](=O)[O-])cc2)CC1,3,5,-1,5,2,4,31*,7,9
COc1ccc(CC(NC(C)=O)C(=O)NC2CCN(c3nc(C)cc(C)c3C#N)CC2)cc1OC (configuration not stated),2,1,-10,1,1,-4,-1,0,-1
CCOc1ccc(CN2CCN(Cc3cccc4c3OCO4)CC2CCO)cc1 (configuration not stated),-7,-6,2,-5,2,4,3,0,-1
CC(=O)c1cccc(NC(=O)COC(=O)c2ccc3c(c2)OCO3)c1,·,-3,-2,-3,-2,11,1,11,-4

# New compounds follow:
SMILES,GSTO1 counter,PAD4 FP inh,PME-1 primary,PAFAH1B3 FP inh,LYPLA1 counter,PREPL inhibitor,pPAFAH inh,LYPLA2 counter,PAFAH1B2 FP inh
CC(=O)Nc1ccc(NC(=O)C(C)OC(=O)C(C)SCC(=O)Nc2ccc(F)cc2)cc1 (configuration not stated),6,-8,-3,6,1,-1,3,2,-1
O=C(Nc1ccc(S(=O)(=O)N2CCCCC2)cc1)C1CC(=O)N(c2ccccc2)C1 (configuration not stated),3,-1,-5,2,6,1,7,11,-1
O=c1c2ccccc2c(C=Nc2ccc(Cl)cn2)c(O)n1-c1cc(Cl)ccc1N1CCOCC1,-5,-8,-11,5,-2,2,-8,-10,0
O=C(CSc1cccc2cccnc12)N/N=C/c1cccc(O)c1,4,-1,1,8,-1,-1,5,2,1
CC1Cc2ccccc2N1C(=O)CSc1nnc(-c2ccccc2)c(-c2ccccc2)n1 (configuration not stated),2,6,-8,-3,-6,4,5,-9,15
COc1ccc(CCNc2nc3ccccc3n3nnnc23)cc1OC,11,3,-5,6,-2,9,1,2,3
CN(C(=S)NC1=CCS(=O)(=O)C1)C1CCCCC1,-5,-2,2,7,0,1,-5,1,6
CC(C)N1CC(COc2ccccc2Cl)OC1=O (configuration not stated),7,-4,0,-1,0,-2,4,-2,1
O=C(Nc1ccccc1F)c1ccc(Cn2cc(Br)cn2)cc1,-6,-6,-2,2,-2,-3,-7,-6,4
Cc1nc(N2CCCCC2)c2c(C)c(C(=O)Nc3cccc(C(F)(F)F)c3)sc2n1,-8,-1,-47,-26,-23,9,-11,-51,-16
CCN(CC)c1ccc(/C=C/C(=O)c2ccc(Br)cc2)cc1,-31,-1,-31,-21,-13,-10,-6,-14,-11
COc1cc(NC(=O)c2ccc(Cl)cc2)c(OC)cc1NC(=O)CN1CCOCC1,15,2,4,4,0,14,0,4,-1
O=C(NCC(=O)N1CCN(c2ccccc2O)CC1)c1ccccc1,10,-2,5,3,-5,1,5,-3,-2
Nc1ccc(C(=O)OCC(=O)Nc2ccc3c(c2)OCO3)cc1[N+](=O)[O-],-4,0,13,9,8,7,5,5,8
CN(C)C(=O)c1ccc(NC(=O)c2cncc(Br)c2)cc1,2,-9,2,0,-1,-2,-2,5,4
CCN(CC)C(NC(=O)Cc1ccccc1)C(Cl)(Cl)Cl (configuration not stated),0,-3,2,-8,-1,-4,6,3,9
Nc1ccc(N2CCN(C(=O)c3ccco3)CC2)cc1,5,-7,-1,6,2,63*,37*,8,1
O=C1CC(c2ccccc2)CC(O)=C1C=NCc1ccc(Cl)cc1 (configuration not stated),1,-1,-3,-1,0,11,2,11,6
CCCCN(C(=O)COC(=O)c1ccc(C)s1)c1c(N)n(CCC)c(=O)[nH]c1=O,·,-1,·,7,·,12,1,·,3
O=c1cc(-c2ccc(O)cc2)oc2ccc3ccccc3c12,·,-7,-38,-2,-10,2,2,-17,-8
CN(C(=O)c1ccc2nccnc2c1)C1CCCCC1,9,0,-2,2,-1,5,3,4,4
O=C(CCn1c(=O)[nH]c2ccsc2c1=O)N(CCc1ccccc1)Cc1ccccc1,-6,-1,21,8,0,10,0,2,0
CC(=O)c1c(C)[nH]c(C(=O)OCC(=O)NCc2ccc3c(c2)OCO3)c1C,·,4,1,-1,-3,-3,-1,-7,3
CC1Cc2cc(/C(O)=C3\C(=O)C(=O)N(Cc4cccnc4)C3c3ccccc3F)ccc2O1 (configuration not stated),4,-2,-8,13,0,10,-2,-7,3
CC1CN(C(=O)C2CC2)C(C)CN1C(=O)C1CC1 (configuration not stated),0,0,3,0,-3,-5,3,1,-2

# Continuation:
SMILES,GSTO1 counter,PAD4 FP inh,PME-1 primary,PAFAH1B3 FP inh,LYPLA1 counter,PREPL inhibitor,pPAFAH inh,LYPLA2 counter,PAFAH1B2 FP inh
Cc1ccc(O)c(-c2[nH]ncc2C(=O)c2ccc(Cl)cc2)c1,1,4,-5,6,-7,-32,3,-4,5
CC(C)CN(C)C(=O)CCc1nnc(Cc2ccc(-c3ccccc3)cc2)o1,3,-3,3,10,0,38,8,-6,0
CCCCNS(=O)(=O)c1ccc2nc(-c3cccnc3)cc(C(=O)NCCCOC)c2c1,11,1,-11,3,-4,4,-3,3,1
CCN(CC)C(=O)C1CCCN(Cc2ccc3ccccc3c2)C1 (configuration not stated),2,-3,4,-2,-4,38,1,-2,7
COc1ccccc1N1CCN(Cc2nc(-c3ccc(F)cc3)oc2C)CC1,-2,-5,-6,2,0,27,3,3,-5
COc1ccc(SN=C2C(C)=CC(=O)C=C2C)cc1,18,9,1,7,0,9,1,4,-1
Cc1cc2cc(C)c(NCCNC(=O)c3cccs3)nc2cc1C,6,2,-2,4,0,2,1,6,6
Cc1cc(C)n(-c2ccc(C(=O)Nc3nnc(C4CC4)s3)cc2)n1,11,0,-5,0,-1,18,-3,-7,-3
O=C(Cc1c[nH]c2ccccc12)NCC(=O)Nc1ccc(F)c(F)c1F,·,-3,2,8,-2,-3,-1,-5,4
Cc1ccc(/C=C/C(=O)OCC(=O)Nc2cccnc2Cl)o1,·,0,·,3,·,13,3,·,-4
COc1cc(S(=O)(=O)Nc2cc(C)cc(C)c2)ccc1F,1,-2,3,6,-4,2,4,-3,-1
Cc1cc(=O)[nH]c(SCC(=O)Nc2ccc(Br)cn2)n1,1,-5,-4,-2,-1,9,-8,-3,2
CN(C)S(=O)(=O)c1ccc(C(=O)Nc2cccc(C(=O)N3CCOCC3)c2)cc1,-4,5,-3,3,4,6,2,10,-2
Cc1ccccc1-c1nc(CN2CCC(C(=O)N3CCN(c4ccccn4)CC3)CC2)c(C)o1,-2,-3,3,6,6,49*,3,0,2
O=C1CC(c2ccc(F)cc2)Cc2nc(N3CCOCC3)ncc21 (configuration not stated),5,0,-3,-3,-3,7,-2,6,6
CCC1(c2ccc(F)cc2)NC(=O)N(CC(=O)Nc2ccccc2Cl)C1=O (configuration not stated),-8,-3,2,13,3,-10,-2,4,8
COC(=O)c1c(NC(=O)c2ccc(S(=O)(=O)N3CCOCC3)cc2)sc2c1CCN(C)C2,-8,-5,10,·,3,-11,5,12,·
O=C(O)CCN1C(=O)C2C3C=CC(C3)C2C1=O (configuration not stated),11,5,-6,0,-1,-8,0,-2,2
CN(CC(=O)Nc1ccccc1Cl)C(=O)C1CSC2(C)CCC(=O)N12 (configuration not stated),·,-2,7,0,0,17,0,0,8
Cn1nnc2cc(C(=O)N3CCN(c4ccccc4)CC3)ccc21,-3,5,1,-2,2,5,4,5,7
O=C(Nc1ccccc1Cc1ccccc1)c1ccncc1,-3,2,0,-11,7,-3,4,4,5
O=C(CCC1COc2ccccc2O1)N1CCCC1 (configuration not stated),-4,-6,-4,0,4,0,5,6,-1
NS(=O)(=O)c1cnccc1Oc1cccc(Cl)c1,-5,7,4,10,-2,-4,1,2,6
O=C(NC1CCCC1)C1CCN(C(=O)Nc2cccc(Cl)c2)CC1,2,1,0,5,4,-1,0,7,10
CC(NC(=O)c1ccc(Br)o1)C1CCCO1 (configuration not stated),-2,-3,1,-2,1,2,6,3,3
O=C(CCS(=O)(=O)c1cc(Br)cc2c1N(C(=O)C1CC1)CC2)N1CCN(c2ccccn2)CC1,-1,-2,8,2,-2,-1,-3,1,0
CCCN1CCN(C(=O)Cn2c(=O)oc3cc(S(=O)(=O)NCc4ccccc4)ccc32)CC1,9,-1,-2,-1,0,0,5,-1,4
O=C(NC1C(=O)NNC1c1ccccc1)c1ccc(F)cc1 (configuration not stated),8,-7,-1,-2,1,-7,1,-3,1

# Profiles, looked up by structure.
# O=C(NC1C(=O)NNC1c1ccccc1)c1ccc(F)cc1 (configuration not stated) across the screens: GSTO1 counter = 8; PAD4 FP inh = -7; PME-1 primary = -1; PAFAH1B3 FP inh = -2; LYPLA1 counter = 1; PREPL inhibitor = -7; pPAFAH inh = 1; LYPLA2 counter = -3; PAFAH1B2 FP inh = 1
# COc1ccc(SN=C2C(C)=CC(=O)C=C2C)cc1 across the screens: GSTO1 counter = 18; PAD4 FP inh = 9; PME-1 primary = 1; PAFAH1B3 FP inh = 7; LYPLA1 counter = 0; PREPL inhibitor = 9; pPAFAH inh = 1; LYPLA2 counter = 4; PAFAH1B2 FP inh = -1
